# Compound activity as filed in PubChem BioAssay.
# Tb PFK inh = qHTS Assay to Find Inhibitors of T. brucei phosphofructokinase; ATP-dependent 6-phosphofructokinase (Trypanosoma brucei brucei), O15648; T. brucei PFK, ADP-Glo luminescence; 330,000 tested, 0.17% active; Potency, µM (top dose mostly 57.5 µM), for the others: top-dose activity, negative = inhibition, hits mostly inhibitors;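 also: potency is read from the fitted curve at half-maximal effect; 0% = uninhibited 1x PFK enzyme wells and -100% = no-enzyme wells; nearly all actives have a fitted effect of over 60% in size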
# Target sequence (O15648 whole entry, looked up): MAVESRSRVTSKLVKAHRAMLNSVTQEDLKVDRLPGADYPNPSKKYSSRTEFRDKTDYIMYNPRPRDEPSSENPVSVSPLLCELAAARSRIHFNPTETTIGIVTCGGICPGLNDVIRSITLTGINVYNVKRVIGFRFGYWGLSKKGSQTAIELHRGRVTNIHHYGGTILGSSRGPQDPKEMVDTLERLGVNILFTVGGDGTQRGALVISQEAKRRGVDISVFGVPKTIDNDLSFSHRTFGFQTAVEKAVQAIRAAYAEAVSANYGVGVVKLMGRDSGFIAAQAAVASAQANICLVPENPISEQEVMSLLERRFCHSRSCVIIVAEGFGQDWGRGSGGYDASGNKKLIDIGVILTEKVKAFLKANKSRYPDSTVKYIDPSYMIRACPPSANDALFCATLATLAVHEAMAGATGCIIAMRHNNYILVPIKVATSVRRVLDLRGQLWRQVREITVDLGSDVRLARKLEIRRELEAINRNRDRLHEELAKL
#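 PFK 1.25 nM, F6P 0.5 mM, ATP 0.1 mM, 0.1 M TEA pH 8.0, 5 mM MgCl2, 0.01% Tween20, 0.1% BSA; 45 min RT. ADP-Glo readout. qHTS titration up to 57 uM; curves fitted, compounds curve-classed.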
# FLuc modulator = qHTS profiling assay for firefly luciferase inhibitor/activator using purifed enzyme and Km concentrations of substrates (counterscreen for miR-21 project). AID 588342, 2011. Potency, µM (highest dose often 57.5 µM), without a hit: at the top dose activity change, negative = inhibition, actives largely listed as inhibitors. purified FLuc, Km substrates, luminescence inhibition. 360,000 tested, 6.9% active. Luciferin 4-monooxygenase (Photinus pyralis), P08659;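 also: potency is read from the fitted curve at half-maximal effect; plate controls were vehicle for no effect and reference inhibitor for full effect; nearly all actives have a fitted effect of over 55% in size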
#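 Purified P. pyralis luciferase (10nM final) with 10uM D-luciferin and 10uM ATP (Km levels) in 50mM Tris acetate pH 7.5, 10mM Mg acetate, 0.01% Tween-20, 0.05% BSA; qHTS 6-point titration, ~60 µM downward; luminescence read.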
# Giardia kill = Small Molecules that selectively kill Giardia lamblia: qHTS; Giardia lamblia trophozoite viability; activity change, % at 7.66 µM, hits read low; 340,000 tested, 0.15% active; in the data active = activity change below about -80%; inconclusive = between about -30% and that limit;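 also: parasites exposed to compound for two days anaerobically before the ATP read; % is scaled to controls: 0 for no effect and ±100 for the full control effect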
#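 Trophozoites 100 cells/well + cpd; 48 hrs, 37 deg C, anaerobic. ATPLite 1-Step added, 15-30 min RT, luminescence read (ATP-based viability).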
# ELG1 genotox = qHTS screen for small molecules that induce genotoxicity in human embryonic kidney (HEK293T) cells expressing luciferase-tagged ELG1 | AID 504466, 2011 | HEK293T ELG1-luciferase reporter, luminescence, 16 h | 330,000 tested, 1.3% active | Potency, µM (series often up to 46 µM), for the others: top-dose activity change, positive = activation, actives largely listed as activators; also: potency is read from the fitted curve at half-maximal effect; % of control where 0% means no effect; nearly all actives have a fitted effect of over 60% in size
#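 DMSO vehicle served as control against compound-treated ELG1-luciferase HEK293T cells; exposure lasted 16 hr at 37 °C and 5% CO2, followed by ONE-Glo luminescence detection after 30 min.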
# RORg inh = qHTS for inhibitors of ROR gamma transcriptional activity; Nuclear receptor ROR-gamma (Mus musculus), P51450; 310,000 tested, 5.4% active; Potency, µM (doses to about 53.6 µM), without a hit: at the highest dose activity change, negative = inhibition, actives largely listed as inhibitors; Drosophila S2 Gal4-RORgamma UAS-luciferase reporter, 20 h; also: potency is read from the fitted curve at half-maximal effect; % is scaled to controls: 0 for no effect and ±100 for the full control effect; nearly all actives have a fitted effect of over 60% in size
# Target sequence (P51450 whole entry, looked up, the tested form may be a part): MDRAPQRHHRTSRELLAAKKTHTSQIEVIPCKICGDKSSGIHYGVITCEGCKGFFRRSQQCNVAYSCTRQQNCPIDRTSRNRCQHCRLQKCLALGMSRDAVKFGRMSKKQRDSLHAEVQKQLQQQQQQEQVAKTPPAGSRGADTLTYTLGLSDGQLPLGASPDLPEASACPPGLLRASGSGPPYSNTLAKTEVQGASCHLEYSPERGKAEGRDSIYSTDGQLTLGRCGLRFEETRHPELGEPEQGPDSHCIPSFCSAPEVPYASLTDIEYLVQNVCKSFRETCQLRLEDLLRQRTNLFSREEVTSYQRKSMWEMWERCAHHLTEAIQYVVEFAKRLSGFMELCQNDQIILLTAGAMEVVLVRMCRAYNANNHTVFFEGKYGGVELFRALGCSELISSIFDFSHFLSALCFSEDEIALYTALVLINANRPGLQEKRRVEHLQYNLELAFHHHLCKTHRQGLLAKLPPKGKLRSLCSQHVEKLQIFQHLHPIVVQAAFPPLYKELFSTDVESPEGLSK
#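 Schneider cells (Drosophila), stable Gal4 DBD–ROR gamma + UAS-luc; 1 hr cmpd preincubation; Cu2+ induction 700 uM final; 20 hr ambient; luminescence.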
# KCNH2 3.1 inh = qHTS for Inhibitors of KCHN2 3.1: Mutant qHTS; Potassium voltage-gated channel subfamily H member 2, brain isoform KCNH2 3.1 (human); 340,000 tested, 0.95% active; U2OS KCNH2 3.1, thallium flux FluxOr; active compounds read low; activity change, % (tested at about 1.8 µM);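 active = maximum activity change below -70%; inconclusive = maximum activity change from -70% to -50%; inactive = maximum activity change above -50%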;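 also: thallium influx rate constant from kinetic fluorescence after stimulation buffer; % is scaled to controls: 0 for no effect and ±100 for the full control effect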
#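 Thallium flux via FluxOr fluorescence (Red40 quencher, 45 min loading) in U2OS cells virally expressing the KCNH2 3.1 isoform (1.77 x 10^8 /mL virus, overnight at 37 C). Rate constants from 2-min kinetic reads post-stimulation, normalised to positive and negative controls.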
# VP16 counter = VP16 counterscreen qHTS for inhibitors of ROR gamma transcriptional activity | AID 2546, 2010 | Drosophila S2 Gal4-VP16 UAS-luciferase, luminescence, 20 h | 310,000 tested, 3.5% active | Potency, µM (titrated, usually from 53.6 µM), without a hit: at the top dose activity, negative = inhibition, hits mostly inhibitors;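 also: Gal4-VP16 expression switched on by copper sulfate through the metallothionein promoter; potency is read from the fitted curve at half-maximal effect; % is scaled to controls: 0 for no effect and ±100 for the full control effect; nearly all actives have a fitted effect of over 50% in size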
# FBPA coupling cs = qHTS Assay for Inhibitors of Fructose-1,6-bisphosphate Aldolase from Giardia Lamblia: Coupling assay counterscreen | coupling enzyme system counterscreen, AmpLite Red fluorescence | activity change, negative = inhibition, % at 58.2 µM, hits read low | 290,000 tested, 0.67% active | AID 2472, 2010; in the data active = activity change below about -30%; also: % is scaled to controls: 0 for no effect and ±100 for the full control effect
#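 Compounds tested against the coupling enzymes alone at 57.5 uM final; readout was AmpLite Red fluorescence (525/598 nm) after 20 min at RT.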
# uPA generation = qHTS for Inhibitors of Cell Surface uPA Generation. cell surface uPA generation assay, qHTS. Potency, µM (doses to about 38.3 µM), for the others: at the top dose activity change, negative = inhibition, hits mostly inhibitors. 330,000 tested, 0.31% active; active = well fitted inhibition curve with a large enough effect; inconclusive = small, poorly fitted or top-dose-only effect; inactive = no such curve, though single readings can be large or run the other way; tested in mouse RAW 264.7 cells; also: potency is read from the fitted curve at half-maximal effect; % is scaled to controls: 0 for no effect and ±100 for the full control effect; nearly all actives have a fitted effect of over 55% in size
# Rab9 promoter act = qHTS Assay for Rab9 Promoter Activators; Huh7 Rab9 promoter-luciferase reporter, luminescence, 24 h; 320,000 tested, 2.8% active; Potency, µM (doses to about 9.22 µM), without a hit: top-dose activation, negative = inhibition, actives largely listed as activators; AID 485297, 2010; also: potency is read from the fitted curve at half-maximal effect; % of control where 0% means no effect; nearly all actives have a fitted effect of over 60% in size
#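 Luminescence read-out: Huh7 cells stably expressing Rab9-luciferase, treated 24 h with compound at 37 °C, then lysed with luciferase reagent for 10 min at ambient before reading.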
# NPC1 prom act = qHTS Assay for NPC1 Promoter Activators; Huh7 NPC1 promoter luciferase reporter, 24 h; Potency, µM (series often up to 9.22 µM), without a hit: top-dose activation, actives largely listed as activators; 320,000 tested, 2.4% active;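 also: potency is read from the fitted curve at half-maximal effect; % of control where 0% means no effect; nearly all actives have a fitted effect of over 60% in size; reporter is driven by a mutant NPC1 promoter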
#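 NPC1 promoter–luciferase Huh7 cells; 24 h compound; luminescence.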
# Active calls of the source: *; ? = inconclusive; · = not tested or not shown; & = joins results of further samples; [ ] = remark or other dose. Unless noted, calls follow the shape of the dose curve; as a rule, active = well fitted curve in the direction sought with a large enough effect; inconclusive = small, poorly fitted or top-dose-only effect, or another doubt; inactive = no such curve, though single readings can be large; an effect the other way counts as inactive or inconclusive.
# Each structure is followed by: Giardia kill	RORg inh	NPC1 prom act	VP16 counter	Tb PFK inh	KCNH2 3.1 inh	FBPA coupling cs	Rab9 promoter act	FLuc modulator	uPA generation	ELG1 genotox
COc1ccc(CSc2ccc(S(=O)(=O)N3CCCCC3)cn2)cc1F
→ 1	·	-1%	·	-1%	2	·	-1%	2%	14%	-1%
O=C(NC(=S)Nn1cnc2c(cnn2-c2ccccc2)c1=O)c1ccccc1
→ 14	?	0%	?	1%	-13	11	-6%	1%	1%	1%
COc1cc(/C=N/Nc2nn3cnnc3c3ccccc23)cc(OC)c1OC
→ -21	?	?	-27%	0%	2	-1	?	0.95µM*	-9%	-1%
CCOc1cc(N2CCOCC2)c(OCC)cc1NC(=O)CN1CCSC1=O
→ -29	·	1%	·	-6%	10	·	-1%	·	-8%	-2%
O=[N+]([O-])c1ccc(N2CCSCC2)cc1
→ -10	1%	-1%	-15%	-26%	3	1	1%	-2%	2%	4%
CCc1ccc(OCC(=O)N/N=C2\CC(=O)c3ccccc32)cc1
→ ·	0%	14%	10%	0%	·	-12	13%	12µM*	·	-2%
CC(=O)Nc1nn(C)c2nc(C)cc(C)c12
→ 0	-1%	-6%	2%	0%	-3	1	-8%	0%	0%	1%
Cc1cc(C)c2nc(-c3cccc(Cl)c3)c(C)c(C(=O)N3CCOCC3)c2c1
→ -7	4%	-1%	-7%	1%	-8	·	-2%	-4%	10%	1%
CC(C)CCN1CCN(Cc2ccc(Oc3ncccn3)cc2)CC1CCO (centres undefined)
→ 10	-20%	0%	0%	-4%	4	-1	-3%	-2%	-2%	2%
Cc1cc(NC(=O)CN2C(=O)c3ccccc3C2=O)no1
→ 3	-15%	-4%	1%	-5%	-1	0	1%	0%	5%	0%
CCNS(=O)(=O)c1ccc(NC(=O)c2ccccc2SCCOC)cc1
→ -1	-4%	12%	-4%	-2%	-4	4	-1%	2%	-1%	0%
NS(=O)(=O)c1cccc(NC(=O)c2cccnc2Oc2ccccc2)c1
→ -2	32%	3%	-4%	-1%	3	1	1%	7%	-5%	0%
COc1ccc(-c2nnc(SCC(=O)NC3CCCCC3)n2N)cc1
→ -4	·	-1%	·	2%	-7	·	-3%	3%	-1%	0%
COc1ccc(-c2c(C(F)(F)F)nn(C)c2NC(=O)CSCC(=O)O)cc1
→ 15	-12%	2%	1%	2%	-4	7	1%	-1%	0%	1%
O=C(Nc1cccc(C(F)(F)F)c1)C1C2CC3OC(=O)C1C3C2 (centres undefined)
→ 7	-17%	0%	-5%	-10%	-5	4	-1%	1%[2.3 µM]	1%	2%
Cc1cccc(-c2oc3ccc(-c4ccc5c(c4)OCO5)cc3c2C#Cc2cncn2C)c1
→ -15	·	17%	·	2%	·	·	-5%	-28%	10%	6%
Cc1onc(-c2ccccc2)c1C(=O)Nc1cccc(C#N)c1
→ 7	14%	1%	-22%	2%	0	9	-2%	11%	-19%	-1%
CCOc1ccc(S(=O)(=O)N(C)C2CCCCC2)cc1
→ -7	2%	-3%	4%	-13%	-7	0	6%	2%	3%	-6%
CCCN(CC1CC1)c1nc(N)c(C#N)c(CC#N)c1C#N
→ 7	16%	-1%	1%	-3%	-46	1	1%	10%	-10%	0%
COc1cc(/C=C(\C#N)C(=O)Nc2cc(C(F)(F)F)ccc2Cl)ccc1OCC(=O)Nc1cccc(C(F)(F)F)c1
→ -8	8%[10 µM]	-5%	-1%	-1%	-2	0	-5%	-1%	4%	?
O=C(NC1CCCC1)C(c1ccc(Cl)cc1)N(Cc1ccc(F)cc1)C(=O)CCl (centres undefined)
→ -3	19%	-2%	0%	-2%	5	3	-40%[inhibitor]	4%	1%	0%
COc1ccc(CNC(=O)c2cc(=O)c3cc(C)cc(C)c3o2)cc1
→ 10	1%	0%	5%	2%	-3	-1	2%	-2%	5%	?
O=C(NN=C1CCCC1)c1[nH]c2ccc(Br)cc2c1-c1ccccc1
→ 8	11µM*	-1%	?	-7%	12	0	-2%	-10%	-14%	-9%
COc1cc(/C=N/Nc2ccccn2)cc(OC)c1O
→ 2	?	-6%	?	-1%	-8	-1	4%	12µM*	-13%	-9%
Cc1ccc(-n2nc(C)c3c(C)c(CCC(=O)NCCCOC(C)C)c(C)nc32)cc1
→ 12	3%	-6%	-3%	-4%	34	-4	0%	3%	7%	-6%
CCOc1ccc(C)cc1S(=O)(=O)Nc1ccc(Cl)cn1
→ 2	3%	-1%	0%	-1%	11	2	-9%	-1%	·	3%
COc1ccc(OCC(=O)N/N=C/c2ccc(OC)c(OC)c2C(=O)O)cc1
→ 0	1%	0%	-10%	3%	·	-2	-4%	4%	4%	1%
O=C(COC(=O)c1cccs1)Nc1cccc(S(=O)(=O)N2CCOCC2)c1
→ -6	?	-4%	-10%	0%	2	2	-1%	1%	5%	1%
CCOc1ccccc1-c1cc(C(=O)N/N=C(\C)c2cccnc2)c2ccccc2n1
→ 3	?	2%	-21%	1%	-4	·	6%	3%	-23%	-15%
Cc1[nH]c2ccccc2c1/C=N\NC(=O)c1ccco1
→ 3	-23%	2%	2%	-1%	-10	·	1%	?	-7%	?

# Among those listed so far, these have an aryl thioether with sulfur outside any ring:
# Each structure is followed by: Giardia kill	RORg inh	NPC1 prom act	VP16 counter	Tb PFK inh	KCNH2 3.1 inh	FBPA coupling cs	Rab9 promoter act	FLuc modulator	uPA generation	ELG1 genotox
COc1ccc(CSc2ccc(S(=O)(=O)N3CCCCC3)cn2)cc1F
→ 1	·	-1%	·	-1%	2	·	-1%	2%	14%	-1%
CCNS(=O)(=O)c1ccc(NC(=O)c2ccccc2SCCOC)cc1
→ -1	-4%	12%	-4%	-2%	-4	4	-1%	2%	-1%	0%
COc1ccc(-c2nnc(SCC(=O)NC3CCCCC3)n2N)cc1
→ -4	·	-1%	·	2%	-7	·	-3%	3%	-1%	0%

# Following part.
# Each structure is followed by: Giardia kill	RORg inh	NPC1 prom act	VP16 counter	Tb PFK inh	KCNH2 3.1 inh	FBPA coupling cs	Rab9 promoter act	FLuc modulator	uPA generation	ELG1 genotox
Cc1ccc(/C(N)=N/OC(=O)CCCc2ccccc2)cc1
→ 32[activator]	-7%	1%	-7%	-2%	-2	·	25%	?	2%	?
COc1ccc(C2(CNC(=O)Cc3ccc(OC)c(OC)c3)CCOCC2)cc1
→ -25	-2%	-1%	-5%	-3%	-6	2	-2%	0%	-7%	3%
CCOc1ccc(C(=O)NC2CCN(C(=S)Nc3ccccc3C)CC2)cc1
→ -13	15%	-1%	0%	1%	6	2	-4%	?	-2%	11%
Cc1sc(N)c(C(=O)c2ccccc2)c1C
→ -1	0%	-2%	-13%	-4%	5	1	-3%	?	-2%	-1%
CCn1c(SCC(=O)Nc2ccc(NC(=O)c3cccs3)cc2)nnc1-c1cccnc1
→ -14	26%	3%	1%	0%	-11	1	10%	?	6%	5%
O=C(Cc1ncc(C(F)(F)F)cc1Cl)NCc1cccnc1
→ 4	-18%	3%	-11%	0%	-15	1	2%	-3%	-8%	-3%
CCOC(=O)c1nc(Nc2ccccc2C)c2ccccc2n1
→ -19	-6%	0%	8%	-2%	7	0	-1%	6%&2%	3%	-15%
CC#CC(=O)N1CCC(CCC(=O)N(C)Cc2ccccc2)CC1
→ ?	0%	-6%	-14%	1%	-15	1	0%	0%	11%	8%
O=S1(=O)CC(O)C(Nc2ccccc2)C1 (centres undefined)
→ 2	1%	·	-16%	·	9	0	·	-2%	1%	·
O=C(Cn1c(=O)oc2ccccc21)Nc1nc(-c2ccc(Br)cc2)cs1
→ -14	-4%	5%	-9%	-2%	11	5	1%	15%	8%	?
O=C(CSc1nncc2ccccc12)Nc1cccc(O)c1
→ 8	-6%	-2%	-13%	0%	-2	1	-1%	?	-1%	-2%
FC(F)(F)c1ccc(NC2=NCCC2)cc1
→ -6	0%	-2%	-3%	1%	3	0	1%	2%	-6%	7%

# Looked up above.
# `O=C(CSc1nncc2ccccc12)Nc1cccc(O)c1` – VP16 counter = -13%
# `O=S1(=O)CC(O)C(Nc2ccccc2)C1` (centres undefined) – Giardia kill = 2
